Assay outcomes: PubChem BioAssay, NMMLSC
Bfl-1 Bim block = disrupts Bim binding to human Bfl-1; Q16548; Bead-based flow cytometry, Bim-Bfl-1 binding inhibition; inhibition, % at 10 µM; actives 0.12% (n = 190,000); AID 1008;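 also: 0% = wells without compound plus tracer and 100% = blocker peptide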
Bim-Bcl-B = human Bim-Bcl-B interaction inhibition; Q9HD36; bead-based flow cytometry, Bim peptide-Bcl-B binding; inhibition, % at 10 µM; actives 0.073% (n = 190,000);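 also: 0% = tracer peptide without compound and 100% = reference inhibitor peptide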
ABCG2 block = blocks JC-1 efflux by human ABCG2 transporter; inhibition, % at 6.6 µM; Q9UNQ0; actives 0.1% (n = 190,000); AID 1325; IgMXP3 cells, flow cytometry;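 active = inhibition above 80%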;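 also: 0% = DMSO and 100% = nicardipine control wells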
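Assay system – ABCG2 IgMXP3 and barcoded ABCB1 CCRF-Adr cell mix · Input – 3 million cells/mL in well · Reagent – JC-1 fluorescent substrate · Compound – single test compound dose, 6.6 µM final · Timing – 10 min exposure at 25 °C with rotation, no wash · Detection – flow cytometry of retained JC-1 fluorescence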
Bcl-2 Bim block = disrupts Bim peptide binding to human Bcl-2; P10415; Bead-based flow cytometry, Bim peptide-Bcl-2 binding; inhibition, % at 10 µM; actives 0.06% (n = 190,000); AID 950; in the data active = inhibition above about 40%; inconclusive = no clear call, values can overlap the other calls;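 also: 0% = no compound wells with probe peptide and 100% = reference peptide inhibitor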
Bim-Mcl-1 = disrupts Bim peptide binding to human Mcl-1; AID 1009; Bead-based flow cytometry, Bim peptide-Mcl-1 binding; actives 0.1% (n = 190,000); inhibition, % at 10 µM; Q07820;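 also: 0% = no compound tracer wells and 100% = peptide blocker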
Bcl-XL Bim block = human Bim-Bcl-XL interaction inhibition; Q07817; Bim peptide-Bcl-XL binding, bead flow cytometry, fluorescence; inhibition, % at 10 µM; actives 0.04% (n = 190,000)
RGS4-Gao reg = human RGS4-Galphao interaction regulation; actives 0.33% (n = 220,000); binding response (% of control), % at 10 µM; Multiplexed bead flow cytometry, RGS4-Galphao binding; actives lie on both sides; P09471; in the data active = binding response below about 49% or above about 150%; inactive = in between;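 also: fluorescent Galphao activated with aluminum fluoride binding bead-coupled RGS4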
RGS7-Gao = human RGS7-Galphao interaction regulation | Multiplexed bead flow cytometry, RGS7-Galphao binding; actives lie on both sides | binding response (% of control), % at 10 µM | actives 0.35% (n = 220,000) | AID 1439; in the data active = binding response below about 49% or above about 150%; inconclusive = no clear call, values can overlap the other calls; inactive = in between;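 also: fluorescent Galphao held in activated GDP-AlF4 state binding bead-coupled RGS7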
ABCB1 block = inhibitors of human ABCB1 transporter, ABCG2 counter-screen | P08183 | CCRF-Adr cells, JC-1 efflux, flow cytometry | inhibition, % at 6.6 µM | actives 0.067% (n = 190,000) | AID 1326; in the data active = inhibition above about 40%;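 also: 0% = vehicle and 100% = reference inhibitor; higher value means more JC-1 retained so stronger ABCB1 efflux block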
Target sequence (P08183 whole entry, looked up): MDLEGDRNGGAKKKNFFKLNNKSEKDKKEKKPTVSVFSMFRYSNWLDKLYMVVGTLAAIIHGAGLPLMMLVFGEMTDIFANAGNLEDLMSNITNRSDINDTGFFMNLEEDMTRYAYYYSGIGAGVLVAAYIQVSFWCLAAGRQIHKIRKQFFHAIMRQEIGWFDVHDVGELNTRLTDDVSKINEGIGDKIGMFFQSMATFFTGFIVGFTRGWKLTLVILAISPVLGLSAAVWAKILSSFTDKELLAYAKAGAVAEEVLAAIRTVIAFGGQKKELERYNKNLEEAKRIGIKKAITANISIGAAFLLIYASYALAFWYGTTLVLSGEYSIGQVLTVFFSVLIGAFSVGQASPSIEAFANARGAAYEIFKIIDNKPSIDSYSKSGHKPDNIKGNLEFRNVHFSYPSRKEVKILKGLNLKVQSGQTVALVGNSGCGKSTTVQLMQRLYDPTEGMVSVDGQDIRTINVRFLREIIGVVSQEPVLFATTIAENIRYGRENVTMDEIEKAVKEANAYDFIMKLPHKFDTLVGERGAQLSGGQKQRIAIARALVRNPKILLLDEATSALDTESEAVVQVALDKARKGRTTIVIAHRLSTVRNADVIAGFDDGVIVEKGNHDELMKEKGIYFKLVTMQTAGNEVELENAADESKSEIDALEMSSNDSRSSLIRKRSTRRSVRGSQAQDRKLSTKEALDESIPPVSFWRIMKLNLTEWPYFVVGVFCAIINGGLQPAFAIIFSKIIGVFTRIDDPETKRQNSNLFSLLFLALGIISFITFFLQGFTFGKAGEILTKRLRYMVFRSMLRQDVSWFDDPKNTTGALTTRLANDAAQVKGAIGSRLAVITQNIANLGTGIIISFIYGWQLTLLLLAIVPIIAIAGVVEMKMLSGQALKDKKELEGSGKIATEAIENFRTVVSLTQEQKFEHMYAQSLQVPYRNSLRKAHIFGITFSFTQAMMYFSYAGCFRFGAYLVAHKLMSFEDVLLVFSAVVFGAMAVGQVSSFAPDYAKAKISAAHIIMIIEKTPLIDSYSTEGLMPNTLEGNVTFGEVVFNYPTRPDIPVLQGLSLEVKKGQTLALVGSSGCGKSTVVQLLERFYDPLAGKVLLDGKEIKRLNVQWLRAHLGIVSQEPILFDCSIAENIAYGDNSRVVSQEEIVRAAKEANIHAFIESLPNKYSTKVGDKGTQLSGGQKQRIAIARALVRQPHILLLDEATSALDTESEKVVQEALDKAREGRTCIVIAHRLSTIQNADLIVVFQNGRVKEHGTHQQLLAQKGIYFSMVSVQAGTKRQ
RGS8-Gao = human RGS8-Galphao interaction regulation | response (percent of control binding), % at 10 µM | multiplexed bead flow cytometry, RGS8-Galphao binding; actives lie on both sides | actives 0.34% (n = 220,000) | P09471; in the data active = response below about 60% or above about 140%; inactive = in between;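 also: Galphao activated as the GDP aluminium fluoride complex binding bead-coupled RGS8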
Bcl-W Bim block = human Bim-Bcl-W interaction inhibition; inhibition, % at 10 µM; Q92843; actives 0.02% (n = 190,000); AID 952; bead-based flow cytometry, Bim peptide-Bcl-W binding;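 also: 0% = bound tracer without compound and 100% = peptide blocker; higher means less fluorescent Bim peptide bound to Bcl-W beads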
* marks the source's active call; other numbers are inactive results; ? = inconclusive. Rule as the data show it, unless noted: active = inhibition above about 40%. Compounds as they come; about 0.94% have a hit in one of these screens.

SMILES	Bfl-1 Bim block	Bim-Bcl-B	ABCG2 block	Bcl-2 Bim block	Bim-Mcl-1	Bcl-XL Bim block	RGS4-Gao reg	RGS7-Gao	ABCB1 block	RGS8-Gao	Bcl-W Bim block
CC(C)c1cc(C(N)=O)c(NC(=O)c2cccc(COc3ccc(Br)cc3)c2)s1	-12	-8	0	-6	0	-4	102	106	-0.5	101	3
Cc1nn(C)c(Oc2ccccc2)c1CCNS(=O)(=O)c1ccc(Cl)cc1	5	3	-1	6	4	2	135	130	-0.3	108	5
CC(=O)Nc1cccc(-c2nnc(SCC(=O)N3CCCCC3)n2C)c1	-11	-5	0	-5	-1	-13	101	100	0.0	102	-3
COc1cccc(CNC(=O)C(=O)NCC2CCCO2)c1 (stereo unspecified)	0	-7	-1	-6	-3	-7	102	96	0.0	103	-4
O=C(CN1c2ccccc2Sc2ccccc21)NNC(=S)Nc1ccc(Cl)cc1Cl	-9	-2	-3	-5	0	-5	108	111	-0.5	104	0
Cc1ccc(Nc2nnc(SCC(=O)Nc3cccc(S(=O)(=O)N4CCCCC4)c3)s2)cc1	-9	-8	3	-9	-1	-5	95	90	0.6	98	-3
O=C(CSc1ncn[nH]1)NC12CC3CC(CC(C3)C1)C2	1	-1	2	-1	0	-1	102	100	0.1	102	0
CSc1ccc(-c2c(C#N)c(N)nc3c2CCCC3)cc1	-12	-8	-2	-8	0	-15	105	101	-1.9	102	-3
COc1ccc(C(C)=O)cc1COC(=O)c1ccc(S(=O)(=O)N(C)C)cc1	2	-2	44	1	-1	-2	97	97	-0.7	97	0
O=C(NCCn1ccc2ccccc21)c1cccc([N+](=O)[O-])c1	-3	0	2	-4	0	0	100	104	-0.2	97	5
CCC(C)(C)NC(=O)c1sccc1Oc1ccc(F)cc1[N+](=O)[O-]	-1	1	3	-7	0	1	100	100	1.1	100	0
O=C(CN(c1ccc2c(c1)OCCO2)S(=O)(=O)c1ccccc1)NCc1ccco1	0	2	0	-1	0	5	101	101	0.2	104	0
Cc1sc2ncnc(N3CCC(C)CC3)c2c1C	-4	-6	2	-5	-1	-6	102	102	0.2	100	-5
Cc1cccc(NC(=O)C2CCCN(S(=O)(=O)c3cccc4cccnc34)C2)c1 (stereo unspecified)	-7	-6	10	-5	0	-3	100	100	1.6	105	2
COc1cccc(N=C2CC(C)(C)CC(=O)/C2=C(/O)c2ccccc2)c1	-7	-7	1	-4	2	-3	104	101	0.0	100	2
Cc1cccc(Nc2ccc(C(=O)N3CCOCC3)cn2)c1	-4	-3	4	-1	0	0	99	97	0.4	106	1
COc1cc(NC(=O)COC(=O)C2CC2)c(C)cc1[N+](=O)[O-]	-3	-8	7	-9	-5	-6	96	95	-9.3	99	-2
Oc1cccc2ccc(/C=C/c3ccc(Br)s3)nc12	-4	-6	-1	-3	0	-2	103	105	-0.5	104	0
CC1(C)Cc2c(sc3nc(-c4ccccc4Cl)n(N)c(=O)c23)CO1	-1	0	20	2	-2	-8	103	104	1.6	103	-4
O=C(CC1SC(=Nc2ccccc2)N(CCCCO)C1=O)NCc1ccccc1 (stereo unspecified)	-21	-9	13	-16	-8	-15	101	99	1.4	101	-9
O=C(N/N=C/c1ccc(OCCCF)cc1)c1cc(OCC(F)(F)F)ccc1OCC(F)(F)F	0	0	15	0	0	0	93	93	0.8	97	0
CCn1cc(C(=O)NCCCN2CCC(C)CC2)c2cc(OC)c(OC)cc2c1=O	-10	-5	0	-8	-2	-6	101	102	0.0	100	-2
CC(C)(C)C1=Nn2c(nnc2-c2n[nH]c3c2CCC3)SC1	7	-41	4	-4	-7	0	95	101	0.6	95	0
COc1cc(/C=N/NC(=O)C(=O)NCC2CCCO2)ccc1O (stereo unspecified)	-12	-9	1	-14	-3	-5	99	95	0.7	98	-3
Cc1ccc(C(=O)OCC(=O)NC(C)C)cc1S(=O)(=O)N1CCOCC1	-2	-3	0	-2	0	-5	99	100	-1.2	100	0

(cont.)
SMILES	Bfl-1 Bim block	Bim-Bcl-B	ABCG2 block	Bcl-2 Bim block	Bim-Mcl-1	Bcl-XL Bim block	RGS4-Gao reg	RGS7-Gao	ABCB1 block	RGS8-Gao	Bcl-W Bim block
Cc1ccc(N(CC(=O)NCc2ccncc2)S(C)(=O)=O)cc1Cl	-9	-6	1	-4	-5	-9	101	99	0.1	99	-5
Nc1ncn(-c2ncc(C(F)(F)F)cc2Cl)n1	-7	-2	13	0	0	-2	102	93	2.5	100	1
O=C(CCN1CCCCCC1)Nc1ccccc1F	-2	-4	0	-3	-3	-6	100	101	0.1	102	-4
N#CCCN(C(=S)NC(=O)c1ccco1)c1ccccc1F	13	-12	2	1	2	-1	103	117	0.9	97	3
CC(C)(C)c1cc(C(F)(F)F)nc(SCCCNC(=O)c2ccco2)n1	-8	-4	1	-3	1	-9	104	107	0.2	100	3
C=CCn1c(SCC(=O)N2CCCC2)nc2scc(-c3cccs3)c2c1=O	0	-1	2	-2	-1	-2	102	100	1.5	101	0
c1ccc(-c2nnc(-c3ccco3)n2-c2ccccc2)cc1	-1	-2	4	-1	2	0	101	102	0.4	99	2
Cn1c(SCC(=O)Nc2cccc(S(=O)(=O)N3CCOCC3)c2)nnc1-c1ccncc1	-5	-1	6	0	1	-1	99	?	0.6	98	-1
O=C1Nc2ccc([N+](=O)[O-])cc2C1=Nc1cccc(CO)c1	-1	0	0	0	1	-4	99	?	0.0	99	0
CCOC(=O)CCN(Cc1cccs1)S(=O)(=O)c1ccc(Cl)cc1	0	-1	1	2	2	-2	98	102	0.7	102	0
CCS(=O)(=O)CCSc1nc2ccccc2s1	-1	0	0	3	0	-2	100	98	0.0	100	1
CCOC(=O)CN(C(=O)CSc1nnc(CNc2ccc(C)cc2C)n1CC)c1ccccc1	-22	-8	19	-1	-5	-1	57	57	2.7	67	-11
COC(=O)c1ccc(CSc2nnc(SCc3ccc(C(=O)OC)o3)s2)o1	0	-3	2	-1	-2	-2	90	93	0.1	102	-1
COc1cc2c(cc1OC)CN(C(=O)CC1CC3CCC1C3)CC2 (stereo unspecified)	0	0	11	2	0	-1	101	100	0.9	104	0
O=C(Cc1ccccc1F)Nc1cccc2cccnc12	1	6	9	0	0	4	88	90	1.0	108	3
COc1ccc(CNC(=O)CSc2nnc(-c3cccnc3)n2N)cc1	-4	-3	1	-2	-3	0	102	100	-1.5	99	-2
C=CCn1c(CCSCc2ccc(OC)c(C)c2)n[nH]c1=S	0	-19	-1	2	-4	-3	103	106	-0.3	100	0
CCCc1ncc(C(O)c2cccc(OC)c2OC)n1C (stereo unspecified)	-14	-5	1	-7	0	6	101	95	0.5	98	0
COc1ccc(S(=O)(=O)N2CCN(c3ccc4nnc(-c5ccc(F)cc5)n4n3)CC2)cc1	-8	-7	1	-9	0	-2	100	102	0.1	101	3
Cc1c(Cl)cccc1Nc1nc(N)nc(CN2CCc3ccccc3C2)n1	-11	-6	2	-4	0	-3	93	95	0.2	100	-1
Fc1ccc2nc(Nc3nc4cc5c(cc4s3)OCCO5)sc2c1	4	-3	-9	3	-3	-4	98	98	-1.0	101	-2
Cc1cccc(N=Cc2cc(Br)cc(Cl)c2O)c1	0	5	-3	2	0	-1	104	102	-0.9	102	0
CC(C)(C)C(=O)CN1CCN(C2c3ccccc3-c3ccccc32)CC1	-9	-5	1	-8	-1	-2	103	100	0.5	101	1
Cc1cc(-c2ccccc2)nc(N2CCC(C(=O)NCc3ccccc3Cl)CC2)n1	-3	-7	-6	2	-3	-6	95	100	1.1	102	-4
Cn1c2c(c(=O)n(C)c1=O)CN(CCN1CCNCC1)CN2	-4	-5	3	-4	-5	-3	95	97	-0.1	102	-3

Reprinted from the part before: 3 entries; new compounds follow.
SMILES	Bfl-1 Bim block	Bim-Bcl-B	ABCG2 block	Bcl-2 Bim block	Bim-Mcl-1	Bcl-XL Bim block	RGS4-Gao reg	RGS7-Gao	ABCB1 block	RGS8-Gao	Bcl-W Bim block
CC(C)(C)C(=O)CN1CCN(C2c3ccccc3-c3ccccc32)CC1	-9	-5	1	-8	-1	-2	103	100	0.5	101	1
Cc1cc(-c2ccccc2)nc(N2CCC(C(=O)NCc3ccccc3Cl)CC2)n1	-3	-7	-6	2	-3	-6	95	100	1.1	102	-4
Cn1c2c(c(=O)n(C)c1=O)CN(CCN1CCNCC1)CN2	-4	-5	3	-4	-5	-3	95	97	-0.1	102	-3
CCCn1c(N/N=C\C=C\c2ccccc2)nc2c1c(=O)[nH]c(=O)n2C	-6	-7	3	-4	-3	-3	100	?	0.3	99	-5
COc1ccc(C[C@H]2CN3C(=NC[C@@H]3C)N2CCNC(=O)CCC2CCCCC2)cc1	-3	-3	1	2	4	0	100	103	0.9	98	0
CCOC(=O)COc1ccc(S(=O)(=O)N2CCc3ccccc3C2)cc1	-11	-9	2	-12	-2	-7	105	99	0.3	106	0
Nc1c(C(=O)NCc2ccc3c(c2)OCO3)c2nc3ccccc3nc2n1CCCN1CCOCC1	-1	-5	8	-2	0	0	92	91	1.8	90	1
Cc1ccc(-n2cc(CN(C)Cc3ncc[nH]3)c(-c3cccc(C)c3)n2)cc1	-7	-4	2	-5	0	-1	99	102	2.5	104	-3
CC(=O)NC(=S)Nc1ccc([N+](=O)[O-])cc1C	-5	-4	16	-2	0	-2	104	?	0.1	101	0
COc1ccc([N+](=O)[O-])cc1NC(=O)COC(=O)c1ccccn1	-5	-6	2	-3	-2	-2	100	98	-0.1	101	-3
COc1ccc(-c2c(N)n[nH]c2C)cc1OC	0	0	1	1	2	-1	108	115	1.2	106	0
COc1cc(OC)c(C(=O)NC2CC(C)(C)NC(C)(C)C2)cc1OC	-12	-8	1	-11	-3	-7	100	101	0.3	103	-2
CC/C(=C\C1CCCCC1)C(NP(=O)(c1ccccc1)c1ccccc1)c1ccccc1 (stereo unspecified)	-1	-4	0	1	-1	-3	104	104	3.2	104	-1
COc1ccc(C(=O)NC(=O)COC(=O)c2ccc3ncsc3c2)cc1	1	-3	9	0	-2	-2	94	101	-0.1	93	0
Cc1ccc2cc(CCNC(=O)c3ccco3)c(=O)[nH]c2c1C	-2	0	3	-1	-4	-3	103	103	0.4	105	-5
COC(=O)c1ccc(NS(=O)(=O)c2ccc3c(c2)oc(=O)n3C)cc1	-11	-3	2	-2	0	0	103	102	0.5	102	0
CN(C)CCCN(C(=O)c1ccc(S(=O)(=O)N(C)C)cc1)c1nc2cc3c(cc2s1)OCO3	-1	-2	3	0	-1	-2	101	105	0.5	98	1
CN(C(=O)COC(=O)CNC(=O)c1sc2ccccc2c1Cl)c1ccccc1	0	0	2	-1	-1	-2	101	100	0.1	101	-3
COC(=O)c1[nH]c2ccc(C)cc2c1NC(=O)Nc1ccccc1OC	2	0	-4	-1	1	1	109	113	-0.9	102	0
O=C(c1ccc2nccnc2c1)N1CCN(Cc2ccc3c(c2)OCO3)CC1	2	-9	-2	-3	0	-1	99	99	-2.8	102	-1
CCN(CC)CCN1C(=O)C(=O)/C(=C(/O)c2c(C)[nH]c(C(=O)OC)c2C)C1c1cccs1 (stereo unspecified)	-9	-8	3	-7	0	-1	98	99	0.0	103	-1
COc1ccc(NC(=O)C2CCCO2)cc1OC (stereo unspecified)	-9	-1	0	-8	5	-1	102	103	0.0	102	2
